Screening data (PubChem)
EBI2 antag – EBI2 receptor antagonists, beta-arrestin recruitment, primary screen, cell-based, luminescence, 7a,25-OHC stimulation, uHTS | G-protein coupled receptor 183 (Homo sapiens), P32249 | 7a,25-OHC stimulated | inhibition, % at 5 µM | hit rate 0.81% among 360,000; in the data active means inhibition above about 38%;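 further: enzyme fragment complementation signal reports receptor beta-arrestin coupling in cells; 0% = agonist plus DMSO wells and 100% = wells without agonist; some results beyond the cut were filed as inactive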
Target sequence (P32249 whole entry, looked up, the tested form may be a part): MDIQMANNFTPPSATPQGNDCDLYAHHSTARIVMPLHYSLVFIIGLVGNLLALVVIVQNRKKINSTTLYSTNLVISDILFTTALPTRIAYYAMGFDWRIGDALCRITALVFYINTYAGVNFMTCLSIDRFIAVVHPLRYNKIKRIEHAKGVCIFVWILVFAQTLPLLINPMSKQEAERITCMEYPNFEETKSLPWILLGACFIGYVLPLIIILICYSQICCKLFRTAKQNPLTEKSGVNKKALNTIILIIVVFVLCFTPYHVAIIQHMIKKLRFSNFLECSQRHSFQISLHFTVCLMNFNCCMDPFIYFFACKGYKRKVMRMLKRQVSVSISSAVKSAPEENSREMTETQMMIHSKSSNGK
CXCR6 block – CXCR6 receptor inhibitors, primary screen, cell-based, beta-arrestin, luminescence, CHO-K1 PathHunter, 1536-well. inhibition, % at 20 µM. hit rate 0.36% among 360,000; in the data active means inhibition above about 34%, passing the limit was not always enough;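 further: antagonist mode with CXCL16 agonist at 10 nM final; 0% = 10 nM CXCL16 with DMSO and 100% = unstimulated wells without agonist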
APJ antagonist – antagonists of human apelin receptor APJ, primary screen, CHO-K1 cells, beta-arrestin complementation, luminescence. inhibition, % at 20 µM. hit rate 0.32% among 330,000. AID 2521, 2010. P35414;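 active means inhibition above about 40% at 20 µM, limit read from the data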;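 further: cells challenged with 10 nM apelin-13 agonist together with compound; plate controls were apelin-13 plus DMSO wells for no effect and DMSO wells lacking apelin-13 for full effect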
Gli-Sufu antag – Gli-Sufu pathway antagonists, primary screen, luciferase luminescence, Sufu-KO-LIGHT cells, uHTS; Sufu-KO-LIGHT fibroblasts, Gli luciferase reporter luminescence; inhibition, % at 5 µM; hit rate 0.74% among 340,000; AID 588413, 2011;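 active means inhibition above about 55%, limit read from the data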;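 further: 0% = DMSO-treated cells and 100% = wells with medium but no cells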
APJ ag – agonists of human apelin receptor APJ, primary screen, CHO-K1 cells, PathHunter beta-arrestin, luminescence | P35414 | 0% DMSO wells, 100% apelin | activation, % at 20 µM | hit rate 0.11% among 330,000;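 active means activation more than six SD over the plate average, tested at 20 µM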;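 further: 0% = DMSO alone and 100% = apelin-13 at 10 nM; some results filed as inactive read as strong as hits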
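Assay system: CHO-K1 APJ beta-arrestin complementation cell line / Compound: single test compound dose, 20 µM final, 1% DMSO / Times: overnight seeding, 90 min compound at 25 °C, 1 h detection / Technique: beta-gal luminescence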
CCR6 antagonist – CCR6 receptor antagonists, primary screen, cell-based, CHO-K1, luminescence, beta-arrestin, uHTS; C-C chemokine receptor type 6 (Homo sapiens), P51684; CHO-K1 CCR6 PathHunter beta-arrestin, CCL20-stimulated; inhibition, % at 20 µM; hit rate 0.49% among 340,000; AID 493098, 2011;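 active means compounds whose inhibition of the agonist-driven luminescence signal at 20 µM reaches about 50%, limit read from the data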;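 further: cells stimulated with CCL20 at 14 nM final; plate controls were DMSO with CCL20 for no effect and DMSO without agonist for full effect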
ATG4B inh – ATG4B protease inhibitors, primary screen, biochemical, fluorescence, uHTS. AID 504462, 2011. Cysteine protease ATG4B (Homo sapiens), Q9Y4P1. hit rate 0.51% among 340,000. ATG4B cleavage of LC3-PLA2, NBD-HPC fluorescence, 1 h. inhibition, % at 8.33 µM; in the data active means inhibition above about 40%
Target sequence (Q9Y4P1 whole entry, looked up): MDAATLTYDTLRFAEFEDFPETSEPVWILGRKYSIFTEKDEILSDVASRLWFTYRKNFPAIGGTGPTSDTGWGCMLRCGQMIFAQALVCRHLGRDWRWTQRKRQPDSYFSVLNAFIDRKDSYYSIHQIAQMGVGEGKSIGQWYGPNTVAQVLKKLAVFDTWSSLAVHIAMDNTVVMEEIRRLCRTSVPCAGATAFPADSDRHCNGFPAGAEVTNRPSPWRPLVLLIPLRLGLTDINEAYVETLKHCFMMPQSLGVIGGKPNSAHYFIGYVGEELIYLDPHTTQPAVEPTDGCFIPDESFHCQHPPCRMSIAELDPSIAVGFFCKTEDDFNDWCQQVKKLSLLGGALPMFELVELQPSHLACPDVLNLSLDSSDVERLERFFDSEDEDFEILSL
UBC13 polyUb – UBC13 polyubiquitin chain formation inhibitors, primary screen, biochemical, TR-FRET, uHTS. inhibition, % at 20 µM. hit rate 0.47% among 330,000. AID 485273, 2010. Ubiquitin-conjugating enzyme E2 N (Homo sapiens), P61088; in the data active means inhibition above about 45%, passing the limit was not always enough
Target sequence (P61088 whole entry, looked up): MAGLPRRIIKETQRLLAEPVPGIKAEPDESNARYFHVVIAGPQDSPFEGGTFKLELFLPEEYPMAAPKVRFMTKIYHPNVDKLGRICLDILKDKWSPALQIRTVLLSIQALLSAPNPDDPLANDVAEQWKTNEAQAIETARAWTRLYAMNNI
Starred values were filed as active, the others as inactive; x = no result given.

SMILES	EBI2 antag	CXCR6 block	APJ antagonist	Gli-Sufu antag	APJ ag	CCR6 antagonist	ATG4B inh	UBC13 polyUb
COc1ccc2cc3cc(C(=O)NCc4ccco4)oc3nc2c1	-11	-6	2	-1	6	2	-10	-3
Cn1c(=O)c2ccccc2n(Cc2ccccc2Cl)c1=O	-2	4	1	-26	-3	5	3	2
Cc1c(Cc2ccccc2)sc(/N=C/c2ccc3ccccc3c2)c1C(N)=O	0	-15	x	2	x	6	4	x
Cc1onc(-c2ccccc2)c1C(=O)NC(C)CCc1ccccc1 (centres undefined)	17	9	2	23	3	-5	-9	1
COc1cccc(C(=O)NC(C)c2ccc(Br)cc2)c1 (centres undefined)	-7	-2	-8	-5	-4	-7	-2	7
COc1ccccc1N(Cc1ccccc1)S(=O)(=O)c1cccc(C(=O)N2CCCCC2)c1	20	17	2	-22	-2	27	-11	11
Cc1ccc(C(=O)N/N=C/c2ccc(N3CCOCC3)cc2)c(C)c1	6	-1	1	8	-2	-2	-5	-1
CCc1ccc(C(=O)C(C)OC(=O)CNS(=O)(=O)c2ccc(C)cc2)cc1 (centres undefined)	2	2	-6	-23	4	6	0	-1
CC(=O)c1c(C)[nH]c(C(=O)OCC(=O)N2c3ccccc3NC(=O)C2(C)C)c1C	-14	-6	1	0	1	-5	0	-7
CC1(C)CNC(=O)C=C(c2ccccc2)C1	-5	-6	-11	-14	3	-5	5	-12
Cc1c(C(=O)N2CCN(c3ccc(C(F)(F)F)cn3)CC2)oc2ccccc12	21	-3	-2	0	0	-7	0	8
Cc1ccc(CSc2ccc3nnc(-c4cccnc4)n3n2)cc1	27	2	10	52	-1	4	-4	1
O=C(c1cccs1)N1CCCC1	-20	1	-9	-3	3	-4	-7	2
Cc1ccc(S(=O)(=O)N2CCCCC2CCNC(=O)C(=O)NCc2cccnc2)cc1 (centres undefined)	-3	2	15	4	-6	13	-7	-1
COc1ccc(NC(=O)CSc2ncc(-c3ccc(F)cc3)n2Cc2ccco2)cc1	8	2	5	8	-3	20	-6	7

Compound profiles, as listed above. Screens in order: EBI2 antag	CXCR6 block	APJ antagonist	Gli-Sufu antag	APJ ag	CCR6 antagonist	ATG4B inh	UBC13 polyUb
`Cc1ccc(CSc2ccc3nnc(-c4cccnc4)n3n2)cc1` in the list: 27	2	10	52	-1	4	-4	1
`CC(=O)c1c(C)[nH]c(C(=O)OCC(=O)N2c3ccccc3NC(=O)C2(C)C)c1C` in the list: -14	-6	1	0	1	-5	0	-7

Results in APJ ag and ATG4B inh, for four of the compounds above:
| compound | APJ ag | ATG4B inh |
| --- | --- | --- |
| Cc1c(C(=O)N2CCN(c3ccc(C(F)(F)F)cn3)CC2)oc2ccccc12 | 0 | 0 |
| Cc1ccc(CSc2ccc3nnc(-c4cccnc4)n3n2)cc1 | -1 | -4 |
| O=C(c1cccs1)N1CCCC1 | 3 | -7 |
| Cc1ccc(S(=O)(=O)N2CCCCC2CCNC(=O)C(=O)NCc2cccnc2)cc1 (centres undefined) | -6 | -7 |

Next section:
SMILES	EBI2 antag	CXCR6 block	APJ antagonist	Gli-Sufu antag	APJ ag	CCR6 antagonist	ATG4B inh	UBC13 polyUb
CN(C)CCCNC(=O)N1c2ccccc2C=Cc2ccccc21	3	6	-12	1	-3	2	-2	-1
COc1ccc(CCNc2nc(-c3ccc(NC(C)=O)cc3)cs2)cc1OC	7	-1	-13	-4	-3	-6	-4	-8
COc1ccc(NC(=O)c2ccc3c(SCC(=O)O)c4c(nc3c2)CCCC4)c(OC)c1	9	-3	8	1	-1	1	-8	-13
CCOC(=O)C1=C(N)N(c2ccccc2Oc2ccccc2)C(=O)C1	-4	30	9	-2	0	12	3	0
c1nc(N2CCN(Cc3ccc4c(c3)OCO4)CC2)c2[nH]cnc2n1	-3	-3	-61	-9	-2	-1	-1	15
COc1ccc(-c2ccc3c(c2)S(=O)(=O)c2cccc(C(=O)NCc4cc(C)oc4C(F)(F)F)c2C3=O)cc1OC	-7	-10	9	2	4	-2	-6	-4
CNc1nc(=O)n(C2CCCO2)cc1C (centres undefined)	3	-8	x	-13	x	-6	11	x
Nc1nnc(SCC(=O)OCc2ccccc2)s1	-6	5	16	-9	1	-5	6	8
COc1ccc(S(=O)(=O)N2CCCCCC2)cc1C(=O)NC1(C)CCS(=O)(=O)C1 (centres undefined)	-1	-3	3	-8	3	-2	-5	8
N/C(Cc1ccccc1Sc1ccccc1)=N\O	-8	-4	-14	-1	-2	13	-3	3
COc1ccc(C)cc1NC(=O)CCS(=O)(=O)c1ccc2c(c1)CCN2C(C)=O	2	9	10	-4	-1	19	1	0
Cn1c(Cn2nnc3ccccc32)nnc1SCC(=O)NCc1ccc2c(c1)OCO2	0	-5	x	-13	x	4	-4	x
CC(=O)Nc1ccc(NC(=O)C(C)OC(=O)CC23CC4CC(CC(Br)(C4)C2)C3)cc1 (centres undefined)	2	3	3	0	-2	4	-3	8
NC(=O)C1(N2CCCCC2)CCN(Cc2ccc(Br)cc2)CC1	-5	-3	-12	0	1	1	-2	-3
Cc1ccc(C2CC(=O)NC(SCC(N)=O)=C2C#N)s1 (centres undefined)	-10	-3	-18	-7	-1	2	2	4
CCOC(=O)CN(C(=O)CSc1nnc(Cc2ccccc2)n1-c1ccc(C)cc1)c1ccccc1	6	9	3	-35	-4	-8	3	2
Cc1cccc(NC(=S)N(Cc2cccc(Br)c2)CC2CCC(C(=O)O)CC2)c1 (centres undefined)	2	-7	11	-27	-4	15	-4	-13
COc1ccc2[nH]cc(CC(=O)O)c2c1	-6	-3	-56	-5	1	1	-23	0
CCOC(=O)C1CCN(C(=O)CSCCSCC(=O)N2CCC(C(=O)OCC)CC2)CC1	-9	7	11	18	-3	-21	-8	-2
CCOC(=O)CNC(=O)c1ccc(SCC)cc1	-8	4	19	-22	0	10	-7	6
CCOc1ccc(CCNC(=O)COC(=O)C2CCN(S(=O)(=O)c3ccccc3)CC2)cc1OCC	2	13	x	-5	x	9	-20	x
COc1ccc(NC(=O)Nc2ccc3c(c2)CCC3)cc1	17	1	-4	-72	-3	7	-9	10
Cc1ccc(OCCNCc2ccccc2)c(C)c1	7	-3	11	15	-1	-4	8	7
COc1ccc(-n2c(C)cc(-c3csc(NC(=O)c4ccc(S(=O)(=O)N(C)C)cc4)n3)c2C)cc1	2	7	15	4	-3	35	0	-26
CC1(C)C2CCC(C2)C1C/C=N/NC(N)=S (centres undefined)	23	10	24	22	-1	14	-5	-1
O=C(Nc1cccc(Cl)c1)c1ccc(S(=O)(=O)NCC2CCCO2)cc1 (centres undefined)	17	2	-1	2	0	9	-7	10
CC(C)c1ccc(N2C(=NC(=O)C3CC3)SC3CS(=O)(=O)CC32)cc1 (centres undefined)	3	1	9	-1	0	7	2	-1
Cc1cc2nn(-c3ccccc3)nc2cc1NC(=O)c1cccs1	10	1	-7	-72	-2	2	6	10
COc1ccc(S(=O)(=O)N2CCCCC2)cc1NC(=O)Cc1c[nH]c2ccccc12	3	0	-8	2	-1	2	-25	11
CCOc1ccc(N2C(=O)CC(N(CCc3ccc(OC)cc3)C(=O)c3cccc(F)c3)C2=O)cc1 (centres undefined)	-7	-1	5	-6	-2	-3	12	-6
CCCCCCC1C(C#N)=C(N)OC2=C1C(=O)CC(C)(C)C2 (centres undefined)	4	1	0	-2	0	3	-5	-7
Cc1ccc(O)c(-c2cc(-c3cccc(Br)c3)n[nH]2)c1	38	-3	5	-20	-2	-1	10	24
Cc1ccc(NC(=O)CCn2nc([N+](=O)[O-])cc2C)nc1	-14	6	7	2	-3	-9	-3	18
COc1ccc(OC)c(C(=O)COC(=O)C2CC3CCCC(C2)C3=O)c1 (centres undefined)	2	-6	0	14	-1	17	-5	7
O=C(c1cccc(C(F)(F)F)c1)N1CCN(CCc2ccccc2)CC1	20	-8	5	9	-3	5	-5	2
CC1=NN(C(=O)Cn2nc([N+](=O)[O-])cc2C)C(O)(C(F)(F)F)C1 (centres undefined)	-12	14	-10	-1	5	6	-10	-9
CCOC(=O)CC(=O)CSc1ncc(C(=O)OCC)c(N)n1	1	-5	10	1	0	16	8	-4
CCNC(=O)CC1C(=O)N(c2ccc(C)cc2)C(=O)N1Cc1ccccn1 (centres undefined)	-15	1	8	0	1	11	-12	3
CCOc1ccc(S(=O)(=O)n2cnc3ccccc32)cc1	0	0	5	7	-3	6	-3	3
Cc1cc(C)nc(SCC(=O)Nc2ccc(S(=O)(=O)Nc3ncccn3)cc2)n1	-15	0	-12	2	-1	8	11	10
Cc1c(Cl)cccc1NC(CC(=O)c1ccccc1)C(=O)O (centres undefined)	-1	-8	0	-10	0	9	-9	4
O=C(COC(=O)c1cnccn1)c1cccc([N+](=O)[O-])c1	3	32	42*	50	-13	53*	4	2
Cc1cc2oc(=O)cc(CN3CCN(S(=O)(=O)/C=C/c4ccccc4)CC3)c2cc1C	37	4	11	12	0	11	-5	-2
NS(=O)(=O)c1ccc(C(=O)O)cc1	-3	-6	-14	14	-2	4	4	-1
CSc1ccccc1C(=O)NCCSc1ccccc1	2	-6	-6	-17	-3	1	-1	3
O=C(NCc1ccc2c(c1)OCO2)C1CCC(CNc2c(N3CCCCC3)c(=O)c2=O)CC1 (centres undefined)	6	9	14	5	-1	-8	-4	4
Cc1ccc(S(=O)(=O)Nc2ccccc2C(=O)N2CCCCC2C)c(C)c1NS(C)(=O)=O (centres undefined)	-8	3	-64	-4	1	5	5	2
CCN(C(=O)c1ccc(=O)[nH]c1)c1c(N)n(Cc2ccccc2)c(=O)[nH]c1=O	-12	-2	-4	-15	-2	-3	3	4
COc1ccccc1N1CCN(c2ncnc3sc(C(=O)NCC4CCCO4)c(C)c23)CC1 (centres undefined)	10	3	17	17	2	11	-10	-4
O=C(NCc1cccnc1)C1CCN(S(=O)(=O)c2cc([N+](=O)[O-])ccc2Cl)CC1	-30	-3	8	4	1	-9	-1	1
CCc1noc(N)c1C(=O)Nc1ccc(Cl)cc1	-5	5	-24	-4	-3	4	7	-1
COc1ccc(CN2CCN(C(=O)CC(C)C)CC2)cc1Br	-9	1	6	4	-2	13	-4	4
CCN(Cc1nc2ccccc2c(=O)[nH]1)C(=O)c1cc2c(s1)CCCCC2	15	-1	21	1	-2	12	-11	5
O=c1sc2ccccc2c(N2CCOCC2)c1[N+](=O)[O-]	-6	-9	19	3	-2	8	-2	0
CCCc1cc2nnc(SCC(=O)N(C)C3CCCCC3)n2c(N)n1	4	2	0	-22	0	-3	5	0
CC1CC(c2ccccc2)n2nc(NC(=O)CCc3ccccc3)nc2N1 (centres undefined)	1	0	8	-7	-3	23	-6	2
O=C(Nc1cccc2ccccc12)c1ccc([N+](=O)[O-])s1	-8	-20	-5	1	4	6	-4	-6
COC(=O)c1c(-c2ccccc2)noc1-c1ccccc1	0	1	11	-8	2	10	-10	1
Cc1ccc(NC(=O)CSCC(=O)N(C)CC(=O)Nc2cccc3ccccc23)cc1	-11	-3	5	0	0	-2	-3	2
O=C(Cc1ccc(NC2=NC3CS(=O)(=O)CC3S2)cc1)NCCc1ccccc1 (centres undefined)	-2	-9	17	2	-1	7	-4	3
CN(CC(=O)Nc1ccccc1Br)C(=O)Cn1[nH]c(=O)c2ccccc2c1=O	-5	4	40	-19	-4	10	-3	4
CCN(c1ccccc1)S(=O)(=O)c1ccc(N2CCN(c3ccc(OC)cc3)CC2)nc1	-6	-12	5	24	-1	10	5	-10
COC(=O)C1=C(C)N(CCCC(=O)O)C(=O)NC1c1ccc(C(F)(F)F)cc1 (centres undefined)	-9	-17	8	-2	0	-1	-4	-7

An unsorted share of the library. About 3% of those tested had a hit in this group.
